Assay outcomes as filed in PubChem BioAssay.
Kir21 block: inhibitors of mouse Kir2.1 inward-rectifier potassium channel. P35561. HEK293-Kir2.1, FluxOR thallium flux fluorescence; hits give low values. B-score at 10 µM. 310,000 tested, 0.85% active;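 active = fluorescence ratio B-score at or below minus 3 SD of library scores, with starting-brightness B-score within 2 SD, cut at about -4.2 in these data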;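 note: channel flux triggered by added potassium and thallium sulfate stimulus; B-score of peak minus minimum fluorescence over baseline after thallium stimulus; more negative B-score means stronger Kir2.1 block with less thallium influx; some compounds called inactive have numbers as strong as hits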
Target sequence (P35561 whole entry, looked up): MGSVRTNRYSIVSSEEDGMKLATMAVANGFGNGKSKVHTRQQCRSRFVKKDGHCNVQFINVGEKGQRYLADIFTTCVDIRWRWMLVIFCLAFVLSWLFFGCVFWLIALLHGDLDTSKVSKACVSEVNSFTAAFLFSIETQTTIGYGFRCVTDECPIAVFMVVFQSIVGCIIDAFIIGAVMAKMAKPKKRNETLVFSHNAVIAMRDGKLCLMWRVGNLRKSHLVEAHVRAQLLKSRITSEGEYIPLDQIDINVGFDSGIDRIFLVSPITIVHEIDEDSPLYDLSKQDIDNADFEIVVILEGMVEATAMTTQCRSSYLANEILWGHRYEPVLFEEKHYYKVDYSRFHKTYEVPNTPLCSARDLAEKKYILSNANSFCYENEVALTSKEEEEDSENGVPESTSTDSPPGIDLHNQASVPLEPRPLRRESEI
CHT block: human CHT choline transport inhibition; Q9GZV3; CHT-expressing cells, membrane potential dye, choline response; hits give low values; B-score at 10 µM; 310,000 tested, 0.86% active;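 active = B-score over 3 SD under the library average, and starting fluorescence ratio not unusually high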;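 note: choline stimulus applied at its EC90 after an EC20 pre-addition; B-score computed on integrated fluorescence ratio after choline addition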
Target sequence (Q9GZV3 whole entry, looked up): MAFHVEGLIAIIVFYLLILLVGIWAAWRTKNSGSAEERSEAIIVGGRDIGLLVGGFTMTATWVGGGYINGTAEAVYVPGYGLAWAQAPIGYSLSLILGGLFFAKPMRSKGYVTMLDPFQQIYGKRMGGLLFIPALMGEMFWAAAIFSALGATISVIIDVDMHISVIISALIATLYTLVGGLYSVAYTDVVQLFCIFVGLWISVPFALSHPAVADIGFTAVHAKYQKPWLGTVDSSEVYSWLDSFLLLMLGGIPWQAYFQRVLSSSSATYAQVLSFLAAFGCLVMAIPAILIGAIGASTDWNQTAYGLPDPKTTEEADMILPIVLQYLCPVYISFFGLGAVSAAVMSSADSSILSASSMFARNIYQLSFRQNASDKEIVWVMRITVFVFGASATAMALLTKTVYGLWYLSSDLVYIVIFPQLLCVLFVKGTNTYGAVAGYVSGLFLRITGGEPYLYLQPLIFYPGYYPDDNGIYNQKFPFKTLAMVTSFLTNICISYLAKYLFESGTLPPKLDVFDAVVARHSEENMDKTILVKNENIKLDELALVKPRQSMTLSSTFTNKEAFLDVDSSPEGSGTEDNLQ
Starred values were filed as active, the others as inactive; i = inactive; / = no result given.

The line under a structure holds: Kir21 block | CHT block
CCOC(=O)C1CCCN(S(=O)(=O)c2ccc3ccccc3c2)C1 (stereo unspecified)
 : 0.26 | i
O=C(NCCc1ccccn1)c1cc(-c2ccccc2Cl)nc2ccccc12
 : -0.85 | i
O=C1Nc2ccccc2/C1=N\N1CCOCC1
 : -3.1 | i
CCOC(=O)Nc1nc2ccccc2s1
 : -0.41 | i
CCCCCCCNC(=O)COc1ccc2c(c1)C(=O)CC(C)(C)O2
 : -1.3 | i
COc1ccc(OCCSc2nnc(CCNC(=O)c3ccc(Cl)c(Cl)c3)n2C)cc1
 : 0.93 | i
O=S(=O)(c1cccc2cccnc12)n1cnc2ccccc21
 : 0.17 | i
Cc1ccc(/C=N/N(C)C2=NS(=O)(=O)c3ccccc32)o1
 : -1.6 | i
O=C(CCSc1nnc2scc(-c3ccccc3)n12)Nc1nc(-c2ccccc2)ns1
 : 1.1 | i
C#CCOCCOCCOCCNc1nc(N2CCOCC2)nc(N2CCN(C(=O)[C@H](C)n3cc(CCCN=C(N)N)nn3)CC2)n1
 : -0.02 | i
COc1ccc(C2CC(c3ccc(Cl)cc3Cl)Nc3nc(N)nn32)cc1 (stereo unspecified)
 : 1.2 | i
O=C(O)CCCc1nc(-c2ccccc2)no1
 : 0.11 | i
O=C(NCC(=O)N(CC1CCCO1)C(C(=O)NC1CCCC1)c1cccnc1)c1ccco1 (stereo unspecified)
 : -0.16 | i
COc1ccc(CCN(C)C(=O)c2cc(-c3ccc(C)cc3)nc3ccccc23)cc1OC
 : 0.52 | i
Cc1c(Cl)cccc1S(=O)(=O)Nc1ccnn1C
 : 1.8 | i
COc1ccccc1OCC(=O)N/N=C1\CCCCc2ccccc21
 : -1.4 | i
COc1cccc(N(C(=O)c2snc(C(N)=O)c2N)C(C(=O)NCC2CCCO2)c2c[nH]c3ccccc23)c1 (stereo unspecified)
 : 1.1 | i
Cc1ccc(-c2nc3cccnc3s2)cc1NS(C)(=O)=O
 : 0.8 | i
Clc1ccc(Cc2nn3c(Cn4nnc5ccccc54)nnc3s2)cc1
 : -0.92 | i
COc1ccc(CNC(=O)C2CC(=O)N(C3CCCC3)C2)cc1 (stereo unspecified)
 : 0.01 | i
CC(=O)Oc1ccc(Nc2ccccc2)cc1
 : -0.5 | i
Cc1cc(Cl)ccc1N(CC(=O)N=Nc1c(O)[nH]c2ccccc12)S(C)(=O)=O
 : -0.04 | i
O=C(CN(C(=O)CNC(=O)c1ccco1)c1cccc(F)c1)NC1CCCCC1
 : 0.39 | i
Cc1cc(C(=O)NP(=O)(N2CCOCC2)N2CCOCC2)c(C)n1-c1ccc(Br)cc1
 : 1.4 | i
O=C(CC1C(=O)NCCN1Cc1ccc(Cl)c(F)c1)NCC1CCOCC1 (stereo unspecified)
 : 0.23 | i
CC(C)CCNC(=O)CCC(=O)NNc1nc2ccccc2c2nc(-c3ccccc3)nn12
 : 0.55 | i
NNC(=O)Nc1cccc(C(F)(F)F)c1
 : -0.07 | i
Cc1ccc(N/C=C2\CCCCC2=O)c(C)c1
 : 1 | i
Cn1cc(CNC(=O)C2CCC(=O)N(Cc3cccc(C(F)(F)F)c3)C2)cn1 (stereo unspecified)
 : 0.98 | i
Cc1c(NC(=O)c2ccc(C(=O)Nc3c(C)n(C)n(-c4ccccc4)c3=O)cc2)c(=O)n(-c2ccccc2)n1C
 : -0.17 | i
Cn1nc(-c2ccccc2)c(CSc2ccccc2)c1Cl
 : -0.62 | i
CCCCc1cc(=O)oc2cc(OCC(=O)Nc3ccccn3)ccc12
 : 0.65 | i
Fc1ccc(CSc2ncnc3nc[nH]c23)cc1
 : 0.03 | i
CCc1nc(SCC(=O)Nc2nnc(CC(C)C)s2)n[nH]1
 : 1.1 | i
CCOC(=O)C1CCN(CC(=O)Nc2c(C(=O)OC)[nH]c3ccc(Cl)cc23)CC1
 : 0.23 | i
Oc1c(C=NCc2ccc(F)cc2)[nH]c2ccc(Br)c(Cl)c12
 : -1.7 | i
O=C(NNc1nc(-c2ccc(F)cc2)cs1)c1ccccc1
 : -0.48 | i
COc1ccc(C2N(Cc3ccccc3)CC(=O)N2/N=C(\C)c2ccccc2)cc1 (stereo unspecified)
 : -0.48 | i
CN(C)CCNc1ncnc2c1sc1nc(N3CCCC3)c3c(c12)CC(C)(C)OC3
 : 0.78 | i
CCOc1ccc(OCC)c(S(=O)(=O)NCc2ccccn2)c1
 : -2.3 | i
COc1cc(OC)cc(C(=O)N[C@H](C(=O)Nc2ccc(S(=O)(=O)N(C)C)cc2)C(C)C)c1
 : -0.55 | i
CN(C)S(=O)(=O)c1cccc(C(=O)NCCCn2ccnc2)c1
 : -0.79 | i
CCc1ccc(N2CC34C=CC(O3)C(C(=O)OC)C4C2=O)cc1 (stereo unspecified)
 : 0.06 | i
OCCNc1nc(N2CCCC2)nc(N2CCCC2)n1
 : 0.67 | i
Cn1nc(-c2ccc(OCC(=O)NCC3CCCO3)cc2)c2ccccc2c1=O (stereo unspecified)
 : 1.4 | i
O=C(NCCC1=CCCCC1)C1CCC(CNc2nc(=S)[nH]c3ccccc23)CC1 (stereo unspecified)
 : 2.3 | i
Cc1nc(-c2ccccc2OC(F)(F)F)[nH]c(=O)c1Cl
 : -0.08 | i
Cc1nn(Cc2ccc(C(=O)N3CCN(C(=O)c4ccco4)CC3)o2)c(C)c1[N+](=O)[O-]
 : 0.06 | i
O=C(O)CCC(=O)OCC1CCCO1 (stereo unspecified)
 : 0.77 | i
CCn1cc(S(=O)(=O)N2CCc3ccccc3C2)cn1
 : 0.34 | i
CCC(C)NC(=O)CSc1nnc(-c2ccc(C(C)(C)C)cc2)n1C (stereo unspecified)
 : 0.2 | i
COc1ccc(CNC(=O)CN(C)Cc2ccccc2F)cc1OC
 : -2.6 | i
NC(=O)CCn1ccc2ccccc21
 : 0.03 | i
Cn1cc(CCC(=O)N2CCCC(CCC(=O)NCc3ccc(F)c(F)c3)C2)cn1 (stereo unspecified)
 : 1.9 | i
CCCOc1ccc2cc(C(=O)NCc3ccccc3)c(=O)oc2c1
 : 1 | i
Cc1ccc(C=Nc2ccc(N(C)C)cc2)o1
 : 1.6 | i
Cn1cnnc1SC(C(=O)c1ccccc1)c1ccccc1 (stereo unspecified)
 : -1 | i
CN(Cc1ccc2c(c1)OCCO2)C(=O)CN1C(=O)NC2(CCCCC2)C1=O
 : -1.1 | i
COc1cc(CC(=O)OCC(=O)Nc2sccc2C(N)=O)cc(OC)c1OC
 : -0.4 | i
CCCN1CCC(NCc2cn(C)nc2-c2ccc(Oc3ccccc3)cc2)CC1
 : -2.6 | i

Continued:
The line under a structure holds: Kir21 block | CHT block
CC1CCN(C(=O)Cn2c(=O)c3cccn3c3ccccc32)CC1
 : -1.2 | i
O=[N+]([O-])c1ccccc1S(=O)(=O)Nc1ccc(-c2ccc3nncn3n2)cc1
 : 0.16 | i
O=Cc1ccc(OCc2ccc3ccccc3c2)cc1
 : 1.7 | i
Cc1ccccc1-c1nc(CN(Cc2c(C)nn(C)c2C)C2CC2)c(C)o1
 : -0.8 | i
N#C/C(=C\c1ccc(O)cc1)c1nc2ccccc2o1
 : -0.26 | i
COc1ccc(CCNC(=O)CSc2nnc(-c3ccccc3)c3ccccc23)cc1OC
 : -0.22 | i
Cc1ccc(OCCn2cnc3c(N)ncnc32)cc1
 : 1.6 | i
O=S(=O)(c1ccccc1)c1nc(NCc2ccccc2)sc1Cl
 : 0.46 | i
CCC1=C(OC(=O)N(CC)CC)N2C(=O)OC(=NCC(=O)OC)[C@]2(C)[C@H]2C1=CC[C@H]1C(=O)N(CC)C(=O)[C@H]12
 : -0.48 | i
CCCC1=Nc2cc(C(=O)NCc3ccco3)ccc2Sc2ccccc21
 : -0.2 | i
O=C(Nc1ccc2nc(-c3ccccc3)[nH]c2c1)c1ccco1
 : -0.56 | i
CCOC(=O)c1ccccc1NC(=O)c1cccc(F)c1
 : -1.3 | i
CCN(CC)c1ccc(-c2nn3c(-c4cccnc4)nnc3s2)cc1
 : -0.47 | /
CCOC(=O)C1=C(C)NC(=O)NC1c1ccc(OC)c(CN2CCOCC2)c1 (stereo unspecified)
 : 0.35 | i
CCCNC(=O)CS(=O)Cc1nc(-c2cccc(OC)c2)oc1C (stereo unspecified)
 : 0.41 | i
COC(=O)[C@]1(Cc2ccccc2)N[C@H](c2ccc(-c3ccc(OC)cc3)cc2)[C@@H]2C(=O)N(C)C(=O)[C@@H]21
 : -0.09 | i
O=C(NCCc1ccc(Cl)cc1)C1CCCO1 (stereo unspecified)
 : 0.9 | i
Cn1c(CSc2ncccn2)nnc1SCC(=O)N1CCCCCC1
 : -0.01 | i
CC(=O)Nc1cc2c(cc1NC(=O)Cn1nnc(-c3ccc(C)o3)n1)OCCO2
 : -0.32 | i
CCOC(=O)CSc1nc2ccc(C)cc2cc1C#N
 : -0.13 | i
Cc1ccc(Cl)cc1NC(=O)COC(=O)c1ccc(N2CCCC2)c([N+](=O)[O-])c1
 : 2.3 | i
NC(=O)CSc1nc(-c2ccccc2)c(-c2ccccc2)o1
 : 1.8 | i
CC(C)(C)c1cc(CCC(=O)NCc2ccccn2)cc(C(C)(C)C)c1O
 : -3.2 | i
COc1ccc2cc(C#N)c(SCC(=O)N3CC(=O)Nc4ccccc43)nc2c1
 : -0.03 | i
O=C(CC1CCCCC1)NCCS(=O)(=O)N1CCN(c2ccccc2)CC1
 : 1.4 | i
COc1ccc(CN(CC(=O)NCC2CCCO2)C(=O)CCC(=O)Nc2nccs2)cc1 (stereo unspecified)
 : 0.51 | i
CC1Sc2ccc(S(=O)(=O)CCC(=O)Nc3cc(F)ccc3F)cc2NC1=O (stereo unspecified)
 : 0.98 | i
O=C(NNC(=O)c1cc(-c2ccccc2Cl)nc2ccccc12)c1csc(N2CCOCC2)n1
 : 0.24 | i
O=C(OCc1cccc(Cl)c1)c1cc(S(=O)(=O)N2CCCCC2)ccc1N1CCOCC1
 : -0.05 | i
COc1cc(/C=N/n2cnnc2)ccc1OC(=O)c1ccncc1
 : 0.09 | i
CCc1ccc(C(=O)CSc2nc(C)cc(=O)[nH]2)cc1
 : 1 | i
CCCOC(=O)c1ccc(NC(=O)Oc2ccccc2)cc1
 : 1.9 | i
c1cncc(-c2nc3ccccc3s2)c1
 : -1.8 | i
COc1ccccc1CNC(=O)C(=O)Nc1nccs1
 : -0.47 | i
CCOC(=O)CC(NC(=O)c1cc2cccc(OC)c2oc1=O)c1ccc(OC)cc1 (stereo unspecified)
 : 0.06 | i
CCN(CC)CCCn1c2c(c(SCC(=O)Nc3nc(C)cs3)nc1=O)CCC2
 : 1.4 | i
CCN1CCCc2cc(CN(CCN3CCOCC3)C(=S)Nc3cccc(C)c3)ccc21
 : 0.39 | i
c1ccc(-c2nnc(SCc3nc4ccccc4[nH]3)o2)cc1
 : -1.5 | i
O=C1CS/C(=N/N=C/c2c[nH]c3ccccc23)N1
 : -0.58 | i
CCOC(=O)C1CCN(S(=O)(=O)c2ccc3c(c2)CCCN3C(C)=O)CC1
 : -0.42 | i

Part of the list above in order of heavy-atom count, smallest number first:
The line under a structure holds: Kir21 block | CHT block
c1cncc(-c2nc3ccccc3s2)c1
 : -1.8 | i
O=C1CS/C(=N/N=C/c2c[nH]c3ccccc23)N1
 : -0.58 | i
COc1ccccc1CNC(=O)C(=O)Nc1nccs1
 : -0.47 | i
c1ccc(-c2nnc(SCc3nc4ccccc4[nH]3)o2)cc1
 : -1.5 | i
CC1Sc2ccc(S(=O)(=O)CCC(=O)Nc3cc(F)ccc3F)cc2NC1=O (stereo unspecified)
 : 0.98 | i
COc1ccc2cc(C#N)c(SCC(=O)N3CC(=O)Nc4ccccc43)nc2c1
 : -0.03 | i
O=C(OCc1cccc(Cl)c1)c1cc(S(=O)(=O)N2CCCCC2)ccc1N1CCOCC1
 : -0.05 | i

Next compounds follow:
The line under a structure holds: Kir21 block | CHT block
Cc1cccnc1CN1CCN(C(=O)CCc2nnc(CCc3ccccc3)o2)CC1
 : -1.4 | i
O=S(=O)(c1ccc(S(=O)(=O)N(Cc2cccs2)CC2CCCO2)cc1)N1CCCCC1 (stereo unspecified)
 : 0.32 | i
COc1ccc(N(CC(=O)Nc2ccc3c(c2)OCO3)S(=O)(=O)c2ccc(F)cc2)cc1
 : 0.81 | i
COc1cccc(/C=N/n2c(-c3n[nH]c4c3CCC4)n[nH]c2=S)c1O
 : -3.6 | i
COc1cccc(C(=O)NC(C)c2cccc3ccccc23)c1OC (stereo unspecified)
 : -2.5 | i
Cc1[nH][nH]c(=O)c1C(c1c(C)[nH][nH]c1=O)c1cn(Cc2ccc(Cl)c(Cl)c2)c2ccccc12
 : -2.2 | i
Cc1nn(-c2ccccc2)c(NC(=O)c2cccs2)c(-c2ccc(Cl)cc2)c1=O
 : 0.54 | i
COCc1[nH]nc2c1C1(C(=O)N(C)c3ccccc31)C(C#N)=C(N)O2 (stereo unspecified)
 : 0.43 | i
Cc1ccc2[nH]c(C(=O)Nc3ccc(F)cc3)cc2c1
 : 0.91 | i
COC(=O)c1[nH]c2cc(OC)ccc2c1NC(=O)CN1CCN(c2cccc(C)c2)C(C)C1 (stereo unspecified)
 : 0.82 | i
O=c1ccc(-c2ccc(S(=O)(=O)Nc3cccc(Br)c3)o2)n[nH]1
 : -0.35 | i
Cc1ccc(C(=O)NCC(=O)OCC(=O)Nc2cc(S(=O)(=O)N3CCOCC3)ccc2C)cc1
 : 0.16 | i
COc1cccc(NC(=O)CN(C)C(=O)COc2ccc3ccccc3c2)c1
 : -0.17 | i
C/C(=N\NC(=O)c1nc2ccccn2c1C)c1cc2ccccc2o1
 : 0.84 | i
Cc1cc(NC(=O)CSc2cn(CCNC(=O)c3ccccc3)c3ccccc23)no1
 : 1.3 | i
COc1ccc(/C=N/n2c(-c3ccco3)nc3ccccc3c2=O)cc1
 : -0.24 | i
O=C(N/N=C/c1ccccc1)c1sccc1OCc1ccc(F)cc1
 : 0.33 | i
CC(=O)c1cccc(N(CC(=O)NC2CCCCC2)C(=O)Cn2nnc(-c3ccccc3)n2)c1
 : -1.1 | i
Clc1ccccc1CSc1nnc(/C=C/c2ccccc2)o1
 : -0.01 | i
